UBC9 SUMO inh – inhibitors of in vitro SUMOylation cascade, primary screen, biochemical, HTRF, uHTS. SUMO-conjugating enzyme UBC9 (Homo sapiens), P63279. HTRF SUMOylation assay, SAE1/SAE2 + UBC9. inhibition, % at 35 µM. hit rate 0.36% among 290,000. AID 2006, 2009; in the data active means inhibition above about 50%, passing the limit was not always enough; further: strong numbers were not always called active
IDE act – human IDE activators in live cells, primary screen, fluorescence polarization, HEK cells, FAbeta-B substrate | Insulin-degrading enzyme (Homo sapiens), P14735 | activation, % at 5.96 µM | FAbeta-B cleavage; 0% vehicle, 100% cell-free pure enzyme wells | hit rate 0.073% among 340,000;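 active means activation above the mean of all tested compounds plus 3 SD, set per screening campaign, cut at about 17% in these data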
IDE inh – human IDE inhibitors in live cells, primary screen, fluorescence polarization, HEK cells, FAbetaB substrate. FAbetaB cleavage. AID 434962, 2010. hit rate 0.41% among 320,000. Insulin-degrading enzyme (Homo sapiens), P14735. inhibition, % at 5.59 µM;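 active means percent inhibition above the average of all tested compounds plus 3 SD, set per screening campaign, cut at about 16% in these data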;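 further: IDE supplied by intact live HEK cells; FP after avidin binding of uncleaved biotin substrate so inhibition keeps polarization high; 0% = DMSO wells and 100% = 60 µM reference IDE inhibitor Ii1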
IMP-1 inh – IMP-1 metallo-beta-lactamase inhibitors, primary screen, biochemical, epi-absorbance readout, Pseudomonas aeruginosa enzyme. hit rate 0.45% among 290,000. inhibition, % at 5.6 µM. metallo-beta-lactamase IMP-1 (Pseudomonas aeruginosa). purified IMP-1, nitrocefin hydrolysis, epi-absorbance fluorescence;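 active means inhibition above the mean plus 3 SD of all compounds in the same screening run, cut at about 4.5% in these data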;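 further: 0% = IMP-1 with DMSO and 100% = DMSO wells lacking enzyme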
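System – purified recombinant IMP-1 beta-lactamase · Input – IMP-1 dispensed at 0.2 nM · Timing – 15 min preincubation plus 25 min reaction at 25 °C · Signal – Epi-absorbance fluorescence, 480 nm excitation, 530 nm emission · Measure – percent IMP-1 inhibition derived from blank-referenced optical density · Controls – Enzyme-plus-DMSO low control, enzyme-free DMSO high control · Replication – singlicate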
HCV NS3 hel inh – inhibitors of HCV NS3 helicase, primary screen, biochemical, Cy5 molecular beacon fluorescence; inhibition, % at 10.9 µM; hit rate 0.56% among 290,000; NS3 helicase DNA unwinding; Hepatitis C virus NS3 helicase;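 active means inhibition above the mean of all tested compounds plus 3 SD, set per campaign, cut at about 35% in these data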;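 further: 0% = DMSO wells and 100% = thioflavine S control wells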
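System: HCV NS3 helicase fragment; control set: DMSO and thioflavine S; technique: Cy5 fluorescence at 0 and 60 min, beacon hairpin quenching; reagent: beacon DNA duplex substrate plus ATP; replicates: singlicate; schedule: 1 h reaction at 25 °C, ATP-initiated; medium: MOPS buffer pH 6.5 with MgCl2, DTT, Tween20, BSA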
CRFR2-BP antag – antagonists of CRF-BP/CRF-R2 complex, primary screen, cell-based, HEK293, calcium dye fluorescence, uHTS | CRF-induced calcium fluorescence | inhibition, % at 11.8 µM | hit rate 0.59% among 350,000 | AID 588475, 2011;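 active means inhibition of the ligand-induced calcium signal above about 50% at the single tested concentration, limit read from the data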
pCIP destab – p/CIP-EGFP fusion destabilizers, primary screen, fluorescence, F442A cells; 16 h; decrease of EGFP signal, % at 10 µM; Q05BA5; AID 1984, 2009; hit rate 0.01% among 290,000;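 active means EGFP signal decrease of at least 30% at 10 µM or well 3 SD below plate mean, unless failing retest; inactive means the rest, including hits failing retest or dose response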; further: some compounds called inactive have numbers as strong as hits; many of its hits are not listed in these tables
Target sequence (Q05BA5 1-1403): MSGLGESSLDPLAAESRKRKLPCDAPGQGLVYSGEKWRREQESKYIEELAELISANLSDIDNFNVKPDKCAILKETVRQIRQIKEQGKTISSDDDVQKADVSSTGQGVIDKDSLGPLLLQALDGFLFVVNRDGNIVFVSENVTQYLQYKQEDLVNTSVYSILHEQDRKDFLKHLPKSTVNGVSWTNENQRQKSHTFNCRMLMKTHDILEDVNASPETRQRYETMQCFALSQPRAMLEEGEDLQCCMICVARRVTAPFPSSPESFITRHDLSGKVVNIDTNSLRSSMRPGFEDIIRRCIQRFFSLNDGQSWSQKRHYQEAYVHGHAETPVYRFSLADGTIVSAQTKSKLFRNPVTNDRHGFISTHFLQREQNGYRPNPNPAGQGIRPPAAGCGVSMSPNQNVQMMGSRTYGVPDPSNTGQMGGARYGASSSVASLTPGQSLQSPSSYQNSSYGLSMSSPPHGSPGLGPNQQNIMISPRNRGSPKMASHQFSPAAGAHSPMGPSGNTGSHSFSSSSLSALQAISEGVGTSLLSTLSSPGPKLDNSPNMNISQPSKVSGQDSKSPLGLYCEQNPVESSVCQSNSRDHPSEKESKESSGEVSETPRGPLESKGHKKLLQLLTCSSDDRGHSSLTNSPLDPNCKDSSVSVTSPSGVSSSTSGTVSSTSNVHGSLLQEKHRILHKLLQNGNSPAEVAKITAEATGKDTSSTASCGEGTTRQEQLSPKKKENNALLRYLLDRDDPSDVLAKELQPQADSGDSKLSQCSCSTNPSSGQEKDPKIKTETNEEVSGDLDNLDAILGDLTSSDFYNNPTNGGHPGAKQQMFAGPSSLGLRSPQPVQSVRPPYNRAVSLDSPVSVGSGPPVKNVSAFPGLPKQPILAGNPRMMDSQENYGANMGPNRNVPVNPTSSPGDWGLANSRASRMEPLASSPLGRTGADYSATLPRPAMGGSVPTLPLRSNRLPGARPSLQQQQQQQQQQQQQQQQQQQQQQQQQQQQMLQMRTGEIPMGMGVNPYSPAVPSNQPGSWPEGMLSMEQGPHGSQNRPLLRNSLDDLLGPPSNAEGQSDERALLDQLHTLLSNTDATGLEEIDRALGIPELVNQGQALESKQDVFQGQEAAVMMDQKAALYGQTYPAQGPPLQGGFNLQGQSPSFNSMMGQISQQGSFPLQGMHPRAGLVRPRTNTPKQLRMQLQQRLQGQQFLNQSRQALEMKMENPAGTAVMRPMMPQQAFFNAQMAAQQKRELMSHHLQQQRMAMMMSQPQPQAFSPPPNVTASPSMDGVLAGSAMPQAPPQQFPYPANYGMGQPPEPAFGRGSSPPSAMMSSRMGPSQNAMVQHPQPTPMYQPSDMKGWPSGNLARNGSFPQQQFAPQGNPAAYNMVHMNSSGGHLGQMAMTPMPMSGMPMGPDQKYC
VIM-2 inh – VIM-2 metallo-beta-lactamase inhibitors, primary screen, biochemical, epi-absorbance readout, Pseudomonas aeruginosa enzyme. purified VIM-2, nitrocefin hydrolysis, epi-absorbance fluorescence. inhibition, % at 5.6 µM. hit rate 0.89% among 290,000. AID 1527, 2009;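 active means inhibition above the mean of all tested compounds plus 3 SD, cutoff set per screening run, cut at about 7.5% in these data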;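 further: red hydrolysis product quenches plate fluorescence so inhibitors raise well fluorescence; 0% = enzyme with DMSO and 100% = DMSO without enzyme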
GalR3 antagonist – GalR3 antagonists in HEK293 cells, primary screen, cell-based, fluorescence readout | HEK293 GalR3-CNG cAMP membrane potential fluorescence; galR3 body fused to GalR1 C-terminus | inhibition, % at 3 µM | hit rate 0.44% among 360,000 | AID 651719, 2012;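 active means inhibition above the screen-wide average plus 3 SD, cut at about 13% in these data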;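 further: forskolin and galanin both at EC90 stimulate the cells; cAMP rise reported by CNG channel membrane potential dye signal; 0% = forskolin plus galanin with DMSO and 100% = forskolin alone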
Active calls of the source: *; · = not tested or not shown.

SMILES | UBC9 SUMO inh | IDE act | IDE inh | IMP-1 inh | HCV NS3 hel inh | CRFR2-BP antag | pCIP destab | VIM-2 inh | GalR3 antagonist
CCOC(=O)c1cnc2c(-c3ccccc3)c(-c3ccccc3)nn2c1C | -15 | -3 | 2 | -1.8 | -2 | -19 | -3 | 0.2 | -12
Fc1ccccc1NC(=S)N1CCN(Cc2ccccc2)CC1 | 12 | 1 | 4 | -1.8 | 7 | 4 | -7 | -1.4 | -4
COc1ccc(NC(=O)CSc2nc3nc(C)cc(C)c3c(=O)[nH]2)cc1 | 4 | -2 | -7 | 0.1 | -4 | 12 | -17 | 4.5 | -8
Cc1noc(NS(=O)(=O)c2ccc(NC(=O)CSc3nc4c(cc3C#N)CCC4)cc2)c1C | -8 | 4 | 3 | -1.4 | 2 | 14 | 2 | -1.9 | 1
O=C(CO/N=C/c1ccc(OC(F)F)cc1)NC1CCCCC1 | 7 | 6 | -10 | -2.8 | -5 | 6 | 0 | -3.7 | -3
Cc1ccc(CS(=O)(=O)c2ccc(C(=O)N3CCCCC3)cc2[N+](=O)[O-])cc1 | 10 | -1 | 4 | -0.5 | -5 | 5 | 14 | -2.9 | 6
COc1ccc(CN2C(=O)C(CC(C)C)Nc3ncnc(N4CCCCC4)c32)cc1 (stereo unspecified) | · | 8 | -4 | · | · | 0 | · | · | -5
O=C(c1ccc2c(=O)n(Cc3ccc4c(c3)OCO4)c(=S)[nH]c2c1)N1CCCCC1 | 11 | 6 | -2 | -0.2 | -3 | -21 | -28 | -0.2 | -5
CCc1nc(SCC(=O)N2CC(=O)Nc3ccccc32)c2c(C)c(C)sc2n1 | -12 | -1 | 1 | -1.1 | 7 | -57 | -7 | -1.6 | -5
O=C(N/C=C\c1ccccc1)NCc1ccc(Cl)cc1 | 5 | 2 | -5 | 1.8 | 1 | -2 | -3 | 2.5 | 7
COCCn1c(SCC(=O)Nc2cc(C)cc(C)c2)nnc1C(C)C | 2 | 4 | 10 | -1.1 | -5 | -10 | -13 | -0.8 | -3
O=C(c1ccc(S(=O)(=O)Cc2cc(F)ccc2F)c([N+](=O)[O-])c1)N1CCCCC1 | 6 | 6 | 0 | -5.1 | -6 | -9 | 2 | -2.8 | 0
CCOc1ccc(C(=O)NCC(=O)N2CCN(Cc3ccccc3)CC2)cc1 | · | -1 | 11 | · | · | 0 | · | · | -6
CC(/C=N/NC(=O)c1cc(-c2cccnc2)nc2c1c(C)nn2-c1ccccc1)=C\c1ccccc1 | 32 | -15 | 2 | -5.5 | -2 | -1 | -6 | -5.1 | -1
S=C1SCN(Cc2cccnc2)CN1Cc1cccnc1 | -12 | 4 | -2 | -1.1 | 1 | -107 | -22 | -2.4 | -2
CCOC(=O)c1c(CNCCN(CC)CC)n(C)c2cc(Br)c(OC)cc12 | 7 | 4 | 3 | -5.9 | -16 | 2 | -2 | -3.5 | 0
CC1=C(C(=O)Nc2ccc(CC(=O)NCc3ccc(OC(C)C)cc3)cc2)SCCO1 | -7 | 5 | 6 | -1.6 | 3 | 0 | -10 | -6.4 | 1
CCc1ccccc1NC(=O)CN(C1CCCCC1)S(C)(=O)=O | -2 | -1 | 2 | -1.4 | 18 | 2 | 2 | 0.7 | -4
Cc1nn(-c2cc(N(S(C)(=O)=O)S(C)(=O)=O)c(Cl)cc2Cl)c(=O)n1C | 8 | -3 | -6 | -1.5 | -1 | 0 | 0 | -4.0 | -5
O=C(NCc1ccccc1Cl)C1CCCN(c2ncnc3c2nc2n3CCCCC2)C1 (stereo unspecified) | 6 | 6 | 3 | 1.4 | 4 | -12 | -2 | 2.6 | -12
Cc1cc(C)n(/C(=C\N(C)C)C(=O)c2ccc(Cl)cc2)n1 | 1 | -6 | -3 | -4.7 | 19 | -3 | 11 | -1.1 | -6
O=C1CC(c2ccccc2)c2ccc(O)cc2O1 (stereo unspecified) | 2 | -1 | -2 | 1.4 | 6 | -40 | 6 | -1.8 | -3
COc1ccc(-c2cc(C(=O)NCCN3CCOCC3)no2)cc1OC | 2 | 4 | 3 | -2.6 | 2 | -1 | -5 | -3.1 | -6
COC(=O)C1=C(C)N(Cc2ccccc2)C(=S)N[C@H]1c1cccc(F)c1 | 1 | 3 | 4 | -5.2 | -12 | 55* | 0 | -1.7 | -5
Cc1ccc(NC(=O)COc2cccnc2[N+](=O)[O-])cc1S(=O)(=O)N1CCOCC1 | -12 | 5 | -5 | -2.0 | -4 | -3 | 2 | 0.2 | -2
COc1ccc(/C=C2/N=C(SC)NC2=O)cc1OC | 2 | 1 | 0 | -2.9 | 12 | 9 | -3 | -3.5 | -4
CC1CCCN(C(=O)CSc2nnc(-c3c[nH]c4ccccc34)o2)C1 (stereo unspecified) | -9 | 3 | 4 | -0.9 | -11 | -56 | -15 | 0.7 | -5
O=C(c1ccccc1Br)N1N=C(c2ccccc2)CC1c1ccccc1F (stereo unspecified) | -29 | -3 | -3 | -0.3 | 0 | 1 | 1 | -0.7 | -6
COc1cccc(NC(=O)CSc2nnc(CNC(=O)c3ccco3)n2C)c1 | · | 6 | 5 | · | · | 7 | · | · | 0
FC(F)(F)c1cccc(NC(=S)NCc2ccccc2)c1 | -5 | 4 | 2 | -1.8 | -4 | 42 | -7 | -3.7 | -4
Cc1ccc(NC(=O)C(SCC(=O)O)c2ccccc2)cc1C (stereo unspecified) | 2 | 2 | 10 | -0.7 | 2 | 7 | -1 | 0.4 | -2
CSc1ccccc1-c1nnc(-c2ccc(Cl)cc2Cl)o1 | 13 | -1 | -3 | -3.3 | 0 | -12 | 1 | -2.1 | 2
Cc1nn(-c2ccccc2)c(C)c1NC(=O)COC(=O)c1ccc(Cl)c(N)c1 | · | -1 | 3 | · | · | -2 | · | · | 0
Cc1cc(C)c(NC(=O)C2CCCN2CCOC(=O)c2cccc([N+](=O)[O-])c2)c(C)c1 (stereo unspecified) | -12 | 3 | -2 | 0.5 | -7 | 13 | -18 | -0.9 | -3
COc1ccc(N2CCN(c3ncccc3C#N)CC2)cc1 | -3 | 6 | -3 | -2.7 | 0 | 8 | -8 | 0.2 | -4
O=C(Cn1cc([N+](=O)[O-])cn1)Nc1ccn(Cc2c(F)c(F)cc(F)c2F)n1 | -24 | 2 | 3 | -2.4 | 4 | 36 | -10 | -1.1 | -4
O=C(COC(=O)CCC(=O)c1ccc(F)cc1)NCc1ccc(Cl)cc1 | · | 5 | 8 | · | · | -2 | · | · | -7
COc1cc2c(cc1OC)CN(C(=O)c1nn(Cc3ccccc3)c(=O)c3ccccc13)CC2 | · | -2 | 0 | · | · | -8 | · | · | -6
CCOc1ccc(/C=C2\SC(=O)N(CCNC(=O)C3COc4ccccc4O3)C2=O)cc1OC (stereo unspecified) | 21 | -1 | 6 | -2.4 | -4 | 14 | -16 | -2.5 | -10
COc1ccc(-c2[nH]nc3c2C(c2ccsc2)C(C#N)=C(N)O3)cc1 (stereo unspecified) | -9 | 4 | -3 | -2.9 | 9 | -83 | -9 | 1.3 | 4
O=C(COC(=O)Cc1cccc(C(F)(F)F)c1)Nc1ccccc1 | -1 | 1 | 3 | -3.0 | 0 | 0 | -4 | -2.1 | -4
COc1ccc(OC)c(NC(=O)C2CCCN2C(=O)C2CCC(C)CC2)c1 (stereo unspecified) | 1 | 3 | 6 | -2.1 | 1 | -3 | -9 | -4.7 | -2
Cc1ccc(CSCCNC(=O)/C=C/c2ccc(Cl)cc2)cc1 | 2 | 1 | 2 | -2.7 | -3 | 24 | -1 | -0.8 | -5
COc1ccc(S(=O)(=O)O)cc1P(=O)(c1ccccc1)c1ccccc1 | 3 | 1 | 3 | -5.4 | 9 | 0 | -6 | -2.6 | -10
Cn1c(=O)[nH]c(=O)c2c1nc(N1CCOCC1)n2CCCSc1ncccn1 | 17 | 0 | 3 | -2.6 | 1 | 4 | -12 | -1.7 | -1

The closing 4 entries of the section before come first, to join the parts:
SMILES | UBC9 SUMO inh | IDE act | IDE inh | IMP-1 inh | HCV NS3 hel inh | CRFR2-BP antag | pCIP destab | VIM-2 inh | GalR3 antagonist
COc1ccc(OC)c(NC(=O)C2CCCN2C(=O)C2CCC(C)CC2)c1 (stereo unspecified) | 1 | 3 | 6 | -2.1 | 1 | -3 | -9 | -4.7 | -2
Cc1ccc(CSCCNC(=O)/C=C/c2ccc(Cl)cc2)cc1 | 2 | 1 | 2 | -2.7 | -3 | 24 | -1 | -0.8 | -5
COc1ccc(S(=O)(=O)O)cc1P(=O)(c1ccccc1)c1ccccc1 | 3 | 1 | 3 | -5.4 | 9 | 0 | -6 | -2.6 | -10
Cn1c(=O)[nH]c(=O)c2c1nc(N1CCOCC1)n2CCCSc1ncccn1 | 17 | 0 | 3 | -2.6 | 1 | 4 | -12 | -1.7 | -1
Cc1[nH]oc(=O)c1N=Nc1ccccc1 | 0 | -1 | 3 | -1.7 | -7 | -2 | -2 | -3.4 | 0
O=C(O)c1ccc(-n2cccc2/C=C2/NC(=O)N(c3cccc(Cl)c3)C2=O)cc1 | 42 | -1 | · | -3.1 | 41* | -7 | -1 | -3.7 | -2
O=C(Nc1cccc(NC(=O)c2ccc(Cl)cc2Cl)c1)c1cccnc1 | 14 | 2 | -5 | -4.6 | -6 | 5 | -7 | -2.0 | -5
CCn1cc(C(=O)NNC(=O)c2ccc(Cl)cc2)c(=O)c2ccc(C)nc21 | 1 | 8 | 2 | -2.1 | -6 | · | -4 | 0.4 | ·
COc1ccc(CNC(=O)COc2cc(=O)n(C)c3ccccc23)cc1 | 15 | -3 | -4 | -2.8 | -10 | 7 | 24 | -1.0 | -3
CCN1CCN(c2c(C=O)c(Cl)nc3ccc(OC)cc23)CC1 | 6 | 1 | -1 | 0.8 | 2 | -2 | 1 | 1.2 | -12
CCOC(=O)N1CCN(Cc2nc3c(c(=O)n(C)c(=O)n3C)n2Cc2cccc3ccccc23)CC1 | 1 | -5 | 0 | · | · | -14 | 8 | · | -4
O=C(N/N=C/c1cccc(Oc2ccc([N+](=O)[O-])cc2[N+](=O)[O-])c1)c1cncc(Br)c1 | 29 | -3 | 3 | -1.3 | -6 | 5 | -14 | -0.3 | -5
Cc1cc(C)c(OCC(=O)OCC(=O)N2CCN(C(=O)c3ccco3)CC2)c(C)c1 | · | 0 | 0 | · | · | 4 | · | · | -3
CCc1ccc(-c2cn3nc(-c4ccccc4)cnc3n2)cc1 | 18 | 2 | 1 | -2.3 | -2 | -8 | 0 | -0.9 | -3

From PubChem
